Salmonella PhoP GFP = inhibitors of PhoP regulon expression, primary screen, Salmonella Typhimurium, GFP reporter (AID 1863); S. Typhimurium PhoP-regulated promoter GFP reporter, 4 h; higher % means a stronger effect; inhibition, % at 50 µM, or IC50 in µM where a hit was titrated; hit rate 0.16% among 300,000;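 active = inhibition over 29.93%, a cutoff 3 SD above the screen mean, later confirmed by dose response; inconclusive = inhibition over 29.93% but no dose response follow-up; inactive = inhibition at most 29.93% or unconfirmed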;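 also: 0% = low Mg2+ inducing control and 100% = high Mg2+ repressing control; strong numbers were not always called active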
Lipid droplet = inhibitors of hepatocyte lipid droplet formation, primary screen, imaging, high-throughput imaging, BODIPY stain. AML12 mouse hepatocytes, oleate lipid droplets. inhibition, % at 6.5 µM. hit rate 0.4% among 240,000;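 active = lipid droplet intensity inhibited by at least 50%, with more than 500 cells counted; inconclusive = wells with under 300 cells, treated as cytotoxic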
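System: AML12 hepatocytes (mouse). Probe or stimulus: oleic acid at 100 µM to induce lipid droplet formation. Times: overnight treatment with compound plus oleate. Detection: Image-based BODIPY and DAPI two-channel analysis. Evaluation: percent inhibition of filter-corrected integrated lipid droplet intensity per well.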
MT stabilize HCS = microtubule stabilizers in HeLa cells, primary screen, imaging, high-content imaging. HeLa tubulin immunostaining HCS, 24 h; share of cells brighter than vehicle mean+2SD. % tubulin-high responders, % at 10 µM. hit rate 0.83% among 200,000. AID 2205, 2009;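 active = plate Z-score above 3 for both tubulin-high and condensed-nucleus cell shares, with cell loss under 80%, at 10 µM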;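 also: anti alpha tubulin signal scored within the nucleus-defined area of each cell; some results filed as inactive read as strong as hits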
Insulin prom up = insulin promoter activators in MIN6 cells, imaging, high-content screening, mouse beta cells; z-score at 5 µM; MIN6 insulin promoter-GFP reporter; active compounds read high; hit rate 0.3% among 190,000; AID 1625, 2009;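 active = z-score above 3 at 5 µM with at least 500 cells counted in the well; inconclusive = wells under 500 cells, flagged as cytotoxic or low count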
Dynein transport = inhibitors of GR-EGFP nuclear translocation, primary screen, dynein cargo transport inhibitor project, imaging, high-content, 3617.4 mouse cells; test concentration mostly 20 µM; stimulated with dexamethasone, 1 µM; active compounds read low; z-score, hits read low; hit rate 0.47% among 220,000; AID 1381, 2008;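 active = plate z-score of nuclear minus cytoplasmic receptor signal below a set negative limit, without overly bright fluorescence or cell loss, cut at about -3.5 in these data, passing the limit was not always enough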;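 also: z-score of nuclear minus cytoplasmic ring GR-EGFP intensity difference per well; some compounds called inactive have numbers as strong as hits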
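Buffer or medium: tet-free medium with charcoal-stripped serum / Also added: dexamethasone agonist, 1.0 µM final, for 30 min / Timing: induction 48 h, compound 1 h, agonist 30 min / Measured by: high-content fluorescence imaging after fixation / Read-out: nuclear-to-cytoplasmic GR-EGFP distribution per well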
bCat nuc transl = modulators of beta-catenin nuclear translocation, primary screen, imaging, HeLa cells, immunofluorescence, high-content; nuclear translocation activity, % at 5 µM; hit rate 0.3% among 190,000;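 active = nuclear translocation activity above 50% at 5 µM, with a well cell count of 50 or more; inconclusive = wells under 50 cells across six images, flagged as toxic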;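 also: per-cell ratio of nuclear to cytoplasmic median beta-catenin stain intensity; plate controls were DMSO negative control for no effect and GSK-3 inhibitor IX positive control for full effect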
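Test system: HeLa cells, endogenous beta-catenin; Compound: single 5 µM dose plus 0.02–20 µM confirmation series; Times: compound exposure 24 h at 37°C; Signal: fluorescence imaging of beta-catenin antibody stain plus DAPI; Read-out: % activation, nuclear-to-cytoplasmic median beta-catenin signal ratio per cell.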
Autophagy HCS = autophagy modulators in MEF cells, primary screen, imaging, high-content, MEF GFP-LC3. hit rate 0.98% among 190,000. calls only at 10 µM (by protocol). MEF GFP-LC3 puncta imaging; test concentration mostly 10 µM;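 active = percentage of spot-positive cells more than 3 SD above its plate mean, without a fluorescence outlier flag or 80% toxicity; inconclusive = no clear call, values can overlap the other calls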;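 also: spot-positive cell cutoff set from DMSO-treated cells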
T cell modulator = modulators of CD8 T cell-vesicle binding, primary screen, mouse 2C CD8+ T cells, flow cytometry; 2C CD8+ T cell-vesicle binding; active compounds read low; calls only at 7 µM; hit rate 0.068% among 330,000; AID 2052, 2009;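 active = response, share of CD8 T cells binding vesicles, and their 90th percentile fluorescence all below set limits, cut at about 80% in these data, passing the limit was not always enough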
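Assay system: 2C TCR transgenic mouse naive CD8+ T cells, MACS-purified | Read-out: CD8+ gate FL2 mean fluorescence as % of same-row positive control | Signal: High-throughput flow cytometry with anti-B7-1 and anti-CD8 staining | Timing: Binding step 1.5 h, 37 °C, antibody labelling 20 min, ice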
ER stress rescue = rescue of cells from ER stress-induced death, primary screen, 384-well, CSM14.1, thapsigargin, ATP luminescence (AID 1222); 190,000 tested, under 10 active; cellular ATP content (survival), % at 20 µM, or EC50 in µM where a hit was titrated; CSM14.1 thapsigargin-induced death rescue, ATP luminescence; higher % means a stronger effect;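 active = EC50 below 50 µM in the dose-response confirmation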;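 also: death triggered by thapsigargin at about 15 µM added after 2 h compound pretreatment; cell ATP read after overnight thapsigargin exposure of roughly 18 to 22 hours; normalized against plate controls of thapsigargin alone and 5% DMSO vehicle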
Dynein transport cytoplasmic EGFP = also measured in Dynein transport; calls as there; z-score; measured here: cytoplasmic GR-EGFP intensity; active compounds read high
Dynein transport nuclear GR-EGFP = second read-out of Dynein transport, no call of its own (marks repeat the call); z-score; measured here: nuclear GR-EGFP intensity;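 lower value marks the stronger effect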
Dynein transport cell count = recorded beside Dynein transport, whose call it bears; z-score; measured here: cell count per field
Insulin prom up cell count = recorded beside Insulin prom up, whose call it bears; cell count; measured here: cytotoxicity, nuclei count;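 total cells summed across four imaged fields per well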
Lipid droplet cells 6.5 µM = further read-out of Lipid droplet, marked with its call; cell count; measured here: cell count, cytotoxicity flag;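 cells counted across two imaged fields per well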
bCat nuc transl cell count 5 µM = also measured in bCat nuc transl; calls as there; cell count; measured here: cell count, cytotoxicity flag
T cell modulator vesicle-bound % = recorded beside T cell modulator, whose call it bears; double positive events, %; measured here: CD8+ vesicle-bound cell fraction;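 binding gate set so that unloaded-vesicle control wells show 10% double positive cells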
MT stabilize HCS Hoechst-high % = also measured in MT stabilize HCS; calls as there; % Hoechst-high responders; measured here: nuclear condensation Hoechst responders;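 share of cells brighter than vehicle mean plus two SD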
MT stabilize HCS cytotoxicity % = also measured in MT stabilize HCS; calls as there; toxicity, %; measured here: cytotoxicity by cell density;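 0% = mean cell density of plate MIN control wells and 100% = no cells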
Autophagy HCS cell loss 18 h = further read-out of Autophagy HCS, marked with its call; toxicity, %; measured here: cell loss, nuclei count;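 cell loss after 18 h compound exposure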
Starred values were filed as active, the others as inactive; i = inactive; ? = inconclusive; . = not tested or not shown.

smiles	Salmonella PhoP GFP	Lipid droplet	Lipid droplet cells 6.5 µM	MT stabilize HCS	MT stabilize HCS Hoechst-high %	MT stabilize HCS cytotoxicity %	Insulin prom up	Insulin prom up cell count	Dynein transport	Dynein transport cytoplasmic EGFP	Dynein transport nuclear GR-EGFP	Dynein transport cell count	bCat nuc transl	bCat nuc transl cell count 5 µM	Autophagy HCS	Autophagy HCS cell loss 18 h	T cell modulator	T cell modulator vesicle-bound %	ER stress rescue
Cc1ccc(/C=C2\SC(=S)N(CCC(=O)NNS(=O)(=O)c3ccccc3)C2=O)cc1	-5.6%	21.7	675	.	.	.	0.61	1053	-0.699	-0.0987	0.384	-0.715	-0.9	1347	.	.	i	49.5	.
CCN1CCN(Cc2ccc(NC(=O)Nc3cccs3)cc2)CC1	0.1%	.	.	2.4	2.1	13.5	-0.27	1561	0.0938	-0.188	0.386	-0.34	1.3	1363	i	-0.4	i	20.3	-2.1%
CCOC(=O)N1CCN(C(=O)CSCC(=O)Nc2nc(-c3ccc(Cl)s3)cs2)CC1	0.3%	-1.0	703	2.6	1.4	6.2	0.41	1225	1.53	-0.264	-0.138	-0.854	-0.9	1178	i	0.5	i	11.2	-2.0%
Cc1ccc(C(=O)N/C(=C/c2cccs2)C(=O)NCC2CCCO2)cc1 (stereo unspecified)	3.3%	1.7	642	3.5	1.3	8.4	0.3	1498	-0.634	-0.352	-0.787	1.16	0.1	1425	i	57.3	i	53.6	1.2%
CN(CCO)c1cc(N2CCN(C(=O)c3ccco3)CC2)c2nonc2c1[N+](=O)[O-]	-1.2%	-1.4	613	3.4	2.3	10.0	-0.99	1365	-0.105	0.506	0.316	0.728	-2.6	1111	i	-13.1	i	47.8	3.1%
CC1CCCCN1C(=O)CSc1nnc(CSc2ncccn2)n1C (stereo unspecified)	6.0%	.	.	3.1	2.7	9.3	0	1536	-0.37	-0.214	-0.876	-0.136	2.0	1352	i	7.3	i	33.5	-1.8%
CCCC(c1nnnn1Cc1ccco1)N1CCN(c2cc(Cl)ccc2C)CC1 (stereo unspecified)	-13.8%	.	.	1.8	1.8	7.3	.	.	-0.289	-0.215	-0.0285	0.341	-0.4	1096	i	-10.7	i	52.9	-1.6%
Cc1cc(/C=C(/C#N)c2nc3ccccc3[nH]2)c(C)n1-c1cccc([N+](=O)[O-])c1	7.5%	20.5	823	1.5	1.6	7.3	-1.39	791	-0.0764	-0.206	-0.261	0.308	.	.	i	-4.2	i	18.9	-1.5%
O=C(COC(=O)C1CC1)c1c[nH]c2ccccc12	-3.6%	-1.8	480	3.3	1.4	5.4	0.02	1861	1.59	-0.177	1.4	-2.47	-0.8	1053	i	6.3	i	37.2	-3.6%
Cc1ccccc1Nc1nnc(SCC(=O)NC(=O)NCc2ccco2)s1	0.7%	.	.	3.9	2.3	5.9	0.2	1130	1	-0.17	0.842	0.115	-2.0	1208	i	-10.8	i	11.7	3.4%
C[C@H](C(=O)O)c1n[nH]c(=O)c2ccccc12	-6.0%	.	.	4.2	2.5	3.0	0.19	1250	0.217	-0.319	0.176	-0.259	2.7	1101	i	-3.0	i	61.5	-0.7%
Cc1ccc(-n2nnnc2SCC(=O)NNC(=O)c2ccco2)cc1C	3.9%	.	.	1.9	1.5	4.4	0	1630	-0.348	-0.194	-0.21	0.582	-0.6	1264	i	26.6	i	31.4	-1.5%
CCN1CCCC1CNC(=O)C(=O)NC1CC1 (stereo unspecified)	0.4%	0.0	678	3.4	1.6	9.9	0.02	1391	1.88	-0.334	0.0691	0.394	-0.2	1443	i	-8.8	i	52.8	-0.6%
CSc1ccccc1C(=O)Nc1c(C)cccc1C	-4.2%	0.8	672	3.7	1.7	4.8	-0.16	1344	0.941	-0.288	0.671	-0.0423	-0.4	1109	i	9.7	i	23.2	0.6%
CC1(C)Oc2ccccc2OC1(O)c1ccc2ccccc2n1 (stereo unspecified)	-0.2%	-18.6	734	1.7	2.6	11.4	-0.1	1359	0.659	-0.265	0.395	0.144	2.7	643	i	5.1	i	47.7	-0.2%
Cc1ccc(-n2c(SCC(=O)NNC(=S)Nc3ccccc3)nc3ccccc3c2=O)cc1	3.2%	-0.9	594	3.9	2.9	7.3	-0.2	1230	1.28	-0.0455	0.876	-0.946	0.8	958	i	-6.4	i	44.0	-3.0%
Cc1cc(C)nc(SCNC(=O)c2ccccc2)n1	-1.4%	-10.5	741	4.2	3.2	6.3	0.2	1087	-0.549	-0.236	-0.321	1.68	1.8	1018	i	-4.2	i	10.4	5.0%
CCN1C(=O)C(C(=O)NC(C)c2ccccc2)C2CC1(C)Oc1ccccc12 (stereo unspecified)	6.7%	.	.	4.7	1.5	9.6	?	.	-0.562	-0.306	0.282	0.953	-1.9	563	i	16.3	i	61.6	-1.4%
O=[N+]([O-])c1ccc(OCCOc2ccccc2/C=N/n2cnnc2)cc1	-7.7%	-18.1	669	2.1	2.6	6.8	0.59	1467	-0.492	-0.203	-0.388	0.751	2.1	1237	i	-6.7	i	58.6	0.2%
Cc1nc(C(Cl)(Cl)Cl)nc2[nH]ccc(=O)c12	-3.0%	-3.4	673	1.4	1.5	7.1	0.14	1398	-0.932	-0.343	-0.119	1.15	-2.1	1037	i	17.6	i	41.3	0.6%
COC(=O)[C@H](C)NC(=O)NC1CCN(Cc2ccccc2)CC1	-7.5%	12.5	746	2.3	2.0	6.6	0.35	938	0.119	-0.178	-0.107	0.684	-1.8	1253	i	8.2	i	35.9	1.9%
Cc1nc2ccccc2nc(=O)c1NNc1ccc([N+](=O)[O-])cc1	0.3%	5.4	711	1.3	1.9	16.0	0.12	1426	-0.0227	0.711	0.287	-0.162	-3.8	1110	i	-16.0	i	57.4	0.6%
CO/N=C(/CNC(=O)c1ccc(Cl)cc1Cl)c1ccc(Cl)cc1	2.9%	.	.	1.3	2.7	10.7	-0.25	1598	-0.827	-0.167	0.259	0.0516	2.2	1203	i	13.0	i	47.7	-0.7%
COc1ccc(C2SCCN2C(=S)Nc2ccc(F)cc2)cc1 (stereo unspecified)	-8.5%	-1.1	653	3.8	3.5	9.5	0.31	1427	-0.73	-0.27	-0.429	0.377	1.2	1023	i	15.8	i	34.9	1.1%
O=C(COC(=O)c1ccc([N+](=O)[O-])s1)NC(=O)NCc1ccccc1	3.9%	3.8	667	2.2	2.4	11.4	0.07	1253	1.71	-0.232	0.72	-1.55	0.7	1044	i	16.9	i	60.1	.
CCCCCCC1CCC(C(=O)N2CCOCC2)CC1 (stereo unspecified)	-3.5%	4.7	706	1.8	1.3	11.2	-0.52	1281	-0.867	-0.295	-0.357	1.12	2.9	1107	i	-24.4	i	23.8	.
Cc1ccc(C(=O)NCCOc2cccc3cccnc23)cc1Cl	0.6%	-18.1	646	5.3	2.0	3.3	-1.89	1694	-0.211	-0.25	0.458	0.396	-0.1	928	i	5.4	i	62.5	-1.3%
CC(C)Cn1c(N)c(C(=O)COC(=O)c2ccc(Cl)cc2)c(=O)n(C)c1=O	-6.0%	-18.5	701	3.6	2.5	11.8	-0.25	1068	1.86	0.11	2	-2.38	0.5	1155	i	-12.7	i	9.7	-0.8%
NC(=NC(=O)c1cccc(C(F)(F)F)c1)c1ccc(C(F)(F)F)cn1	4.4%	-8.2	673	.	.	.	-0.67	1057	1.09	-0.262	0.427	-0.885	2.1	1314	.	.	i	27.7	.
Cc1oc(-c2ccccc2F)nc1CN1CCC(C(=O)NCc2cccnc2)CC1	3.0%	.	.	4.2	2.8	6.4	-0.24	1434	-0.346	-0.317	-0.0933	0.489	-1.9	1447	i	22.1	i	28.4	0.0%
Cc1ccc(C(=O)Nc2ccc3nc(C)sc3c2)s1	0.7%	1.7	785	2.1	1.9	4.9	0.06	752	0.364	-0.151	0.206	0.703	4.4	1080	i	1.6	i	39.8	-5.4%
Cc1ccc(-c2nc(NCc3ccco3)c3ccccc3n2)cc1	23.9%	-12.1	632	2.2	4.1	7.8	-1.06	1130	0.628	-0.238	-0.0199	-0.64	.	.	i	-7.2	i	55.3	10.5%

Source: PubChem BioAssay (several laboratories)
